USP8 inh – human USP8 deubiquitinase inhibition | actives 4.2% (n = 47,000) | purified USP8, Ub-rhodamine cleavage fluorescence, 30 min | P40818 | AID 1645853 | inhibition, % at 20 µM
USP30 inh – inhibitors of human USP30 deubiquitinase | Q70CQ3 | purified USP30, Ub-rhodamine cleavage fluorescence | actives 5.3% (n = 47,000) | inhibition, % at 25 µM
Target sequence (Q70CQ3 whole entry, looked up): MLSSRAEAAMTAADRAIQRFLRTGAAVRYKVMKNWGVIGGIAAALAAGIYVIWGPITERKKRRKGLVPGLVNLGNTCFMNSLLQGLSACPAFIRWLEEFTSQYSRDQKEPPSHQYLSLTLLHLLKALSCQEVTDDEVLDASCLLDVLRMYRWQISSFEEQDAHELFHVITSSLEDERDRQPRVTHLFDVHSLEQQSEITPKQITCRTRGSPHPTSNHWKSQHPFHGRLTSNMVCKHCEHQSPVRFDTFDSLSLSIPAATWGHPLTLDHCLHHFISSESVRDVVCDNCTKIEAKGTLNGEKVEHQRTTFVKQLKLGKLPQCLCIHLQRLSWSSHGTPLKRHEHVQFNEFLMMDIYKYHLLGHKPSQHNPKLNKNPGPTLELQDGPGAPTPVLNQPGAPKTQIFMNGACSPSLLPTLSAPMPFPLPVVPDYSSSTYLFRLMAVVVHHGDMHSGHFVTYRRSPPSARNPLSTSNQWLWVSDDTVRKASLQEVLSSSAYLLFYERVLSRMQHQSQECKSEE
USP10 inh – human USP10 deubiquitinase inhibition; purified USP10, Ub-rhodamine fluorescence, 60 min; actives 1.1% (n = 47,000); AID 1645856; inhibition, % at 20 µM; Q14694
USP7 block – inhibitors of human USP7 deubiquitinase; actives 0.3% (n = 47,000); purified USP7, Ub-rhodamine cleavage fluorescence; inhibition, % at 20 µM; Q93009
USP28 inh – inhibitors of human USP28 deubiquitinase. Q96RU2. actives 3% (n = 47,000). purified USP28, Ub-rhodamine cleavage fluorescence, 30 min. AID 1645857. inhibition, % at 25 µM
OTUD3 block – human OTUD3 deubiquitinase inhibition. Q5T2D3. purified OTUD3, Ub-rhodamine fluorescence, 2 h. inhibition, % at 25 µM. actives 0.7% (n = 47,000)
UCHL1 inh – inhibitors of human UCHL1 deubiquitinase | purified UCHL1, Ub-rhodamine cleavage fluorescence | inhibition, % at 20 µM | actives 0.2% (n = 47,000) | AID 1645859
USP17 inh – blocks human USP17 ubiquitin-rhodamine cleavage; purified USP17, Ub-rhodamine cleavage fluorescence, 3 h; inhibition, % at 50 µM; actives 6.5% (n = 47,000); AID 1645855
Target sequence (A8MUK1 whole entry, looked up): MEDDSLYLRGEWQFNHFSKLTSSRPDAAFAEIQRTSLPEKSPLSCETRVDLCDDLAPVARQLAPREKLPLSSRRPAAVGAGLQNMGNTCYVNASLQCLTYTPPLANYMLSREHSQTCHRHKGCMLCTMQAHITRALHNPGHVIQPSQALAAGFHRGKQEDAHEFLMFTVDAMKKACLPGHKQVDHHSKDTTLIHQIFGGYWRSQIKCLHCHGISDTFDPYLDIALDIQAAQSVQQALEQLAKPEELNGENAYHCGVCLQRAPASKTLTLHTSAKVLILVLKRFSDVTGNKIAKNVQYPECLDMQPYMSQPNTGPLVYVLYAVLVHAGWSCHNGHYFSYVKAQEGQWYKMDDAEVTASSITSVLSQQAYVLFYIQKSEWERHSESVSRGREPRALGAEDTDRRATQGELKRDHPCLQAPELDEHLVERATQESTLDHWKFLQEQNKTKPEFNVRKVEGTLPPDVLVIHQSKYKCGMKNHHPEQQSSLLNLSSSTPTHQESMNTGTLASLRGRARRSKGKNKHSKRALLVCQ
Active calls of the source: *; i = inactive; . = no result given. Cut-off read from the data, not from the text of the source: active = inhibition above about 30%; inactive = the rest.

USP8 inh,USP30 inh,USP10 inh,USP7 block,USP28 inh,OTUD3 block,UCHL1 inh,USP17 inh,SMILES
-40,-17,0,-4,-2,1,-2,-18,O=C(NCc1ccco1)c1cc(OCc2ccccc2)nc2ccccc12
0,16,-2,1,0,-2,0,3,COc1ccc(CCNc2c(C)c(C)nc3cc(-c4nccn4C)nn23)cc1OC
10,17,-2,3,8,10,1,10,COc1cccc(N2CCN(c3nc(C)c(Cc4ccccc4)c(=O)[nH]3)CC2)c1
-2,-3,-3,0,0,-1,-2,-5,Cc1ccc(NC(=O)CC(C)N2CCCC2)cc1 (stereo unspecified)
12,13,0,2,9,8,1,6,CCOc1ncccc1C(=O)Nc1ccnn1Cc1sccc1C
16,28,7,0,14,17,5,18,COc1ccc(CN2C(=O)N(Cc3ccccc3)c3ccccc3S2(=O)=O)cc1
-1,-6,-1,3,0,-2,-1,1,CC(=O)N1CCN(S(=O)(=O)c2cc3c4c(c2)CCC(=O)N4CCC3)CC1
0,17,-2,.,14,13,2,12,COc1ccc(OC)c(CCNC(=O)c2ccc3c(=O)n4c(nc3c2)CCCC4)c1
-10,-9,0,-1,-13,-13,-4,.,O=C(c1cc(F)cc(F)c1)N1CCN(c2nnc3ccccn23)CC1
-3,-6,0,-2,-9,-13,-2,-19,NC(=O)c1cc2ccccc2nc1C1CCN(C(=O)Cc2ccc(F)cc2)CC1
8,-8,0,2,-6,-7,-3,-8,Cc1ccc2oc(SCC(=O)NCc3ccccc3)nc2n1
0,-4,3,1,5,0,2,-1,Cc1nc(-c2cccc(S(=O)(=O)Nc3ccccc3C)c2)no1
-107,-211,-7,-20,-47,-49,-20,-50,C[C@@H]1[C@H](O)[C@@H](C)/C=C/C=C\C=C/C=C/C=C/C=C/C=C/[C@H](O[C@@H]2O[C@H](C)[C@@H](O)[C@H](N)[C@@H]2O)C[C@@H]2O[C@](O)(C[C@@H](O)C[C@@H](O)[C@H](O)CC[C@@H](O)C[C@@H](O)CC(=O)O[C@H]1C)C[C@H](O)[C@H]2C(=O)O
1,6,0,-2,7,3,3,-1,O=C(c1ccc(CS(=O)c2ccc(Cl)cc2)o1)N1CCN(c2ccccc2)CC1 (stereo unspecified)
0,-9,1,0,-4,0,-1,2,CC1(c2ncc(CN3CCN(c4ccccn4)CC3)cn2)CCCCO1 (stereo unspecified)
23,17,5,11,1,6,3,30,Cn1c(=O)sc2cc(NC(=O)c3ccc(Cl)cc3)ccc21
-115,-41,-5,-5,-23,-14,-5,-23,COCC1CN(c2ncccn2)Cc2cn(CC3CCOCC3)nc21 (stereo unspecified)
-18,-5,3,2,-7,0,1,-2,CCC(=O)N1c2ccc(S(=O)(=O)N(C)Cc3ccccc3)cc2CC1C (stereo unspecified)
-12,-5,4,-6,-2,-2,-2,4,Cc1nc(NC(=O)c2nnn(-c3ccc(C(F)(F)F)cc3)n2)sc1C
17,27,7,2,11,14,2,12,CC(C)N(Cc1cc(=O)[nH]c2ccccc12)C(=O)c1cccc(Cl)c1
-59,10,0,3,11,12,1,0,COc1cc(N2CCC3(CC2)CC(N(C)Cc2cccnc2)C3)ncn1
-33,18,3,14,10,5,6,-1,CC(OC(=O)c1ccccc1NS(=O)(=O)c1ccc2c(c1)OCCO2)C(=O)c1cccc(Cl)c1 (stereo unspecified)
-7,-18,-2,0,-3,-5,4,-1,Cc1ccc(NC(=O)CN2C(=O)c3ccccc3C2c2c[nH]c3ccccc23)cc1 (stereo unspecified)
-8,-5,-2,0,-4,-6,-1,0,Cc1cc(NCCC(=O)NCc2ccccc2)n2nc(-c3cccnc3)nc2n1
-21,-20,-1,-9,-10,-7,1,-9,O=C(c1cccnc1)N1CC[C@@H]2CN(Cc3ccc(Cl)cc3)S(=O)(=O)[C@@H]2CC1
4,26,0,3,12,20,3,0,COc1ccc(C(=O)Nc2cc(-c3cccnc3)no2)c(OC)c1
-17,-42,-5,0,-15,-7,-1,-4,COc1ccc(-c2[nH]c3ccccc3c2CCC(=O)N2CCOCC2)cc1
-26,-40,11,-5,4,-1,1,15,O=C(O)c1ccc(Cl)c(NC(=O)C(Sc2cccc(NC(=O)c3cccc(Cl)c3)c2)c2ccccc2)c1 (stereo unspecified)
22,22,3,-2,9,8,1,16,CCc1cc(=O)oc2cc(OCC(=O)NCc3ccncc3)ccc12
-138,16,2,0,6,4,-4,-16,Cc1cc(=O)[nH]c(SCc2nc3ccccc3n2C)n1
-1,-8,0,-5,-9,-18,2,-11,COc1ccc(-c2nnc(-c3cccnc3N3CCC4(CC3)OCCO4)o2)cc1
11,-53,-3,-2,0,-6,-4,8,Cc1ccc(-n2c(C)c(CNCc3ccccc3)c(C(=O)O)c2C)cc1
95*,35*,4,5,8,7,4,68*,O=C(NCc1ccc(Cl)cc1)Nc1cccc2ccccc12
4,.,0,4,.,0,3,5,COCCCn1c(C(=O)NC(C)C)cc2c(=O)n3ccccc3nc21
-18,5,2,-21,14,0,-3,3,O=C(Nc1cnc(N2CCCC2)nc1)Nc1ccc(F)cc1F
-333,i,-10,-88,-155,-164,-88,-200,C/C1=C\C[C@]2(C)C(=O)C(O)=C([C@H](C)CO)[C@H]2C/C=C(\C)[C@@H](O)CC/C(C)=C/CC1
-12,-30,-2,-2,0,-6,0,-1,O=C(Nc1cc(F)ccc1F)c1ccc2c(c1)ncn2CCN1CCCC1
-2,-19,-4,0,-2,-3,-2,1,O=C(c1ccc(Cl)cc1)N1CCN(c2cnn3cnnc3c2)CC1
7,19,2,3,4,9,0,5,CCNC(=O)OC1CN(C(=O)NCC)CCC(=O)N(C)c2ccccc21 (stereo unspecified)
1,1,3,1,-4,0,-1,0,O=C(CO)[C@@H](O)[C@H](O)[C@@H](O)CO
-23,-11,-2,-1,-10,-6,-2,-3,Nc1cc(CCC2CN(S(=O)(=O)c3ccccc3)CCO2)ccn1 (stereo unspecified)
7,3,-1,3,4,16,0,3,CNC(=O)c1cnn2c(C3CCCN(c4ncccn4)C3)ccnc12 (stereo unspecified)
3,35*,2,1,0,-8,0,33*,N#Cc1ccc(C(=O)Nc2ccc([C@H]3OCC(=O)N[C@@H]3CO)cc2)cc1
-12,-18,3,0,-3,-2,-3,-3,CC(=O)N1CCc2cc(S(=O)(=O)NC(C)c3ccccc3)ccc21 (stereo unspecified)
0,17,1,1,2,1,1,24,O=C1CCC(=O)N(O)CCCCCNC(=O)CCC(=O)N(O)CCCCCNC(=O)CCC(=O)N(O)CCCCCN1
-232,-25,0,0,16,3,2,-53,Nc1c(-c2ccncc2)nsc1C(=O)NCc1ccc(F)cc1F
-17,-22,-7,-1,-20,-19,-3,-6,COc1ccc2[nH]c3c(c2c1)CCN1C(=O)N([C@@H](C)C(=O)N2CCC[C@H]2C(=O)O)C(=O)[C@]31C
1,-24,2,-1,-12,-8,0,-9,Cc1cccc(NC(=O)c2c(N3CCCC3=O)c3cc(F)ccc3n2C)c1C
-6,26,7,-19,-7,0,-5,8,CCN(CC)C(=O)Cn1cc(C(=O)C(=O)NCc2ccccc2)c2ccccc21
3,6,0,-1,0,-9,-1,0,O=C(NCCn1ncc2c(N3CCCCC3)ncnc21)c1ccccc1
4,16,1,1,6,10,-1,4,Cc1ccc(CNC(=O)C2CCCN(C(=O)c3cc(-c4cccnc4)n[nH]3)C2)cc1 (stereo unspecified)
-10,-13,0,-7,-1,-9,-3,-18,O=C(CCCOc1ccc(F)cc1F)N1CCC(c2[nH]nc3nccnc23)CC1
4,16,2,.,13,11,1,12,CC(C)CC(=O)Nc1ccc(-n2cnc(C(=O)N3CCCC3)c2)nc1
-10,-54,-6,-1,-14,-4,0,-11,Cn1c(=O)c(C(=O)N2CCN(C3CCCCC3)CC2)nc2cccnc21
-3,-9,0,-52,-7,-8,0,-3,COc1ccccc1-c1nc(C2CCN(C(=O)c3ccccc3)CC2)no1
-37,-12,1,-77,-19,-22,-4,.,Cc1ccc(-n2nc3c(c2NC(=O)c2ccc(F)cc2)CS(=O)(=O)C3)c(C)c1
0,1,5,1,-3,-3,2,15,O=C(Nc1cccc(-c2ccc(N3CCOCC3)nn2)c1)c1cccc2ccccc12
-13,-15,-4,-10,-14,-7,-2,.,O=C1CC(c2noc(-c3ccccc3F)n2)CN1Cc1ccccc1 (stereo unspecified)
-10,-15,-8,-1,-4,6,-2,-20,c1ccc(N2CCN(c3nc(N4CCOCC4)c4nccnc4n3)CC2)cc1
15,14,0,2,9,7,0,10,COc1nccnc1NC1CCN(C(=O)c2ccc(C#N)cc2)CC1

Shown as tab-separated lines: part of the list above.
compound	USP8 inh	USP30 inh	USP10 inh	USP7 block	USP28 inh	OTUD3 block	UCHL1 inh	USP17 inh
COCC1CN(c2ncccn2)Cc2cn(CC3CCOCC3)nc21 (stereo unspecified)	-115	-41	-5	-5	-23	-14	-5	-23
CC(C)CC(=O)Nc1ccc(-n2cnc(C(=O)N3CCCC3)c2)nc1	4	16	2	.	13	11	1	12

The results go on.
USP8 inh,USP30 inh,USP10 inh,USP7 block,USP28 inh,OTUD3 block,UCHL1 inh,USP17 inh,SMILES
16,19,0,3,4,4,3,3,CN1C(=O)c2ccccc2C(C(=O)NCc2ccc3c(c2)OCO3)C1c1cccs1 (stereo unspecified)
-87,-25,-5,-5,-3,-7,3,9,COc1cc(C2=NO[C@]3(C(=O)Nc4ccccc43)[C@H]2C(=O)c2ccco2)ccc1OCC#N
-29,-116,-7,-9,-31,-36,-10,-37,CCc1cnc(CN2CCCC2c2noc(C)n2)o1 (stereo unspecified)
0,7,12,8,11,2,10,.,CCOC(=O)C1(Cc2cc(-c3ccccc3F)no2)CCN(Cc2cccc(O)c2)CC1
13,21,11,8,8,11,4,8,O=C(Nc1ccccc1-c1nnc(SCc2ccc(Cl)cc2)o1)c1ccccc1
-294,-1,-1,0,-10,-4,-4,-52,Cc1cc(C)cc(NC(=O)Cc2nc(-c3ccccn3)n[nH]2)c1
12,40*,12,-7,26,-1,6,16,O=C(c1ccc2c(c1)N(Cc1ccc(F)cc1)C(=O)c1ccccc1S2=O)N1CCN(c2ccccn2)CC1 (stereo unspecified)
15,-16,-6,-7,-9,-13,-4,0,O=C1Nc2cccnc2N2CCCC12 (stereo unspecified)
3,-1,-1,3,26,6,-1,2,COc1ccccc1CNc1nccn(-c2ccc3c(c2)OCCO3)c1=O
-152,0,0,2,-4,0,1,-11,Cn1cc(C(=O)N2CC[C@@H]3[C@@H]2CCN3Cc2ccoc2)cn1
19,-1,1,0,-4,-4,-2,7,Cc1ccc(-n2cc(C(=O)N3CCc4ccccc4C3)nn2)cc1
-22,2,0,-5,-10,-11,-4,-28,COC(=O)C(Cc1ccccc1)NC(=O)CSc1nc2ccccc2[nH]1 (stereo unspecified)
2,10,1,2,-3,3,-4,8,O=C(O)C1CCN(C(=O)[C@H](Cc2ccccc2)n2c(=O)[nH]c3ccccc3c2=O)CC1
-200,12,0,1,12,11,-1,-33,Cn1ccnc1CN1CCC(c2ccnc(Nc3cc(F)ccn3)n2)C1 (stereo unspecified)
-13,-283,-3,-33,-85,-49,-14,-14,Cc1cc(/C=C2\C(=N)N3N=CSC3=NC2=O)c(C)n1-c1ccc2ccccc2c1
72*,70*,30,13,26,27,6,.,O=C(Nc1cccc(C(F)(F)F)c1)c1cc2c(s1)-c1ccccc1OC2
2,-3,0,-1,-3,-1,-3,1,COc1ccc(C(=O)c2conc2C(C)=O)cc1
-7,-7,0,-5,5,0,-2,-3,Cn1c(=O)c2c(ncn2CCOc2cccc(Br)c2)n(C)c1=O
-6,-10,-3,-1,-12,0,-2,-15,Cc1ccsc1CNCc1ccc(C(=O)O)cc1
13,-1,7,3,2,-4,0,3,CCc1ccc(NC(=O)CC(NCc2ccco2)C(=O)O)cc1 (stereo unspecified)
3,29,4,1,12,11,1,21,O=C(NCCS(=O)(=O)c1ccc(Cl)cc1)c1ccc(F)cc1

Full records from above. Values in the order: USP8 inh | USP30 inh | USP10 inh | USP7 block | USP28 inh | OTUD3 block | UCHL1 inh | USP17 inh
O=C(Nc1cccc(C(F)(F)F)c1)c1cc2c(s1)-c1ccccc1OC2 across the screens: 72* | 70* | 30 | 13 | 26 | 27 | 6 | .
CCC(=O)N1c2ccc(S(=O)(=O)N(C)Cc3ccccc3)cc2CC1C (stereo unspecified) across the screens: -18 | -5 | 3 | 2 | -7 | 0 | 1 | -2
O=C(NCCn1ncc2c(N3CCCCC3)ncnc21)c1ccccc1 across the screens: 3 | 6 | 0 | -1 | 0 | -9 | -1 | 0
O=C(c1cccnc1)N1CC[C@@H]2CN(Cc3ccc(Cl)cc3)S(=O)(=O)[C@@H]2CC1 across the screens: -21 | -20 | -1 | -9 | -10 | -7 | 1 | -9

Compound activity deposited in PubChem by Dana-Farber Cancer Institute and Novartis Institutes for BioMedical Research (Cambridge, Mass).
